Assay outcomes as filed in PubChem BioAssay.
CCHF vOTU inh: CCHFV vOTU protease inhibitors, primary screen, biochemical, Pep-AMC substrate, fluorescence. inhibition, % at 11.5 µM. 370,000 compounds, 0.55% hits. AID 651958, 2012; further: 0% = vehicle wells with enzyme and 100% = no enzyme wells
GDH-TPI inh: GDH-TPI coupling enzyme inhibitors, primary screen, artefact control for M. tuberculosis FBA inhibitor project, biochemical, absorbance, full deck. GDH-TPI coupled enzyme counterscreen, NADH absorbance. inhibition, % at 4.8 µM. 360,000 compounds, 1.2% hits. AID 588335, 2011;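 further: 0% = DMSO wells and 100% = wells lacking the enzyme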
BoNT-F LC inh: BoNT/F light chain protease inhibitors, primary screen, biochemical, flow cytometry, MLPCN library. Botulinum neurotoxin type F light chain protease (Clostridium botulinum). Multiplex microsphere protease cleavage assay. inhibition, % at 10 µM. 360,000 compounds, 0.22% hits; in the data active means inhibition above about 35%, passing the limit was not always enough; inconclusive means no clear call, values can overlap the other calls; further: plate controls were buffer without enzyme for full effect and enzyme alone for no effect
MazEF act: activators of E. coli MazEF toxin-antitoxin RNase, primary screen, biochemical, fluorescence, uHTS | Endoribonuclease toxin MazF (Escherichia coli (strain K12)), P0AE70 | FAM/BHQ RNA-DNA oligo cleavage fluorescence, 5 h | activation, % at 20 µM | 350,000 compounds, 0.32% hits | AID 504720, 2011; in the data active means activation above about 50%
Target sequence (P0AE70 whole entry, looked up): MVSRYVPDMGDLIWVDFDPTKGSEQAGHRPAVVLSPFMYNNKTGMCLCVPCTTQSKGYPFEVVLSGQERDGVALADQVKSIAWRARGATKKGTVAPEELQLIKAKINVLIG
Rv3671c protease: Rv3671c serine protease inhibitors, primary screen, biochemical, fluorescence polarization, M. tuberculosis H37Rv; P9WHR9; inhibition, % at 5.96 µM; 320,000 compounds, 0.048% hits; AID 2606, 2010; in the data active means inhibition above about 38%;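 further: extracellular domain of Rv3671c used as enzyme; 0% = enzyme with DMSO and 100% = no enzyme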
Target sequence (P9WHR9 whole entry, looked up, the tested form may be a part): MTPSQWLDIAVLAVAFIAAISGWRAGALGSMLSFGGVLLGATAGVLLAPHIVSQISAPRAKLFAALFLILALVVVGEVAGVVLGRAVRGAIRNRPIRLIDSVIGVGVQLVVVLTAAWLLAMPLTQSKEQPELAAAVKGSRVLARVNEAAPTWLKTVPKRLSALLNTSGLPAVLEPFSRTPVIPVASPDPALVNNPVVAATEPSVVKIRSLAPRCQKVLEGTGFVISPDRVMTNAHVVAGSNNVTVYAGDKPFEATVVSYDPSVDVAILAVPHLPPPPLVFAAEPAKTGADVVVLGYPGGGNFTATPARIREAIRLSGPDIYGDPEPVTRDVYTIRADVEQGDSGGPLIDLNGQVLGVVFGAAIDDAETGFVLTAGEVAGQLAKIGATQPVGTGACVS
UGM FP inh: M. tuberculosis UGM enzyme inhibitors, primary screen, biochemical, fluorescence polarization, single point; purified UGM, fluorescence polarization probe displacement; AID 504406, 2011; inhibition, % at 10 µM; 320,000 compounds, 0.06% hits; in the data active means inhibition above about 10%, passing the limit was not always enough; inconclusive means no clear call, values can overlap the other calls
FBA Mtb inh: Mtb FBA enzyme inhibitors, primary screen, biochemical, fluorescence, strain H37Rv. Fructose-bisphosphate aldolase (Mycobacterium tuberculosis (strain ATCC 25618 / H37Rv)), …. purified M. tuberculosis FBA, fluorescence read-out. inhibition, % at 1 µM. 360,000 compounds, 2.3% hits; in the data active means inhibition above about 27%;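 further: 0% = vehicle and 100% = reference inhibitor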
Target sequence (P9WQA3 whole entry, looked up): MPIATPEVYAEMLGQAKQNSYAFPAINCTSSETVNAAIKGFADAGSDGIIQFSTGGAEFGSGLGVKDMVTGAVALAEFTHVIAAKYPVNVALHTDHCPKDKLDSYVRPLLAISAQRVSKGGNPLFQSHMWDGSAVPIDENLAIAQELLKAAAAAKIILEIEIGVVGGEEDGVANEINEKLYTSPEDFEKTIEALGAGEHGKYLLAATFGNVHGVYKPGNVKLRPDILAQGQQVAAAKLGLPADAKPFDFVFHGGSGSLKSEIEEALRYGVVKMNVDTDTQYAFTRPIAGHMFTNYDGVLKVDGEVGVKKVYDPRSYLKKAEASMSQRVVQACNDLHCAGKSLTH
FadD28 binding: inhibitors of FadD28 bisubstrate probe binding, primary screen, biochemical, fluorescence polarization, single point; inhibition, % at 12.5 µM; Mycobacterium tuberculosis FadD28 fatty-acid-AMP ligase; 360,000 compounds, 0.22% hits; in the data active means inhibition above about 8.5%, passing the limit was not always enough; inconclusive means no clear call, values can overlap the other calls
VHR inh abs: VHR1 phosphatase inhibitors, primary screen, biochemical, absorbance, uHTS. inhibition, % at 13.3 µM. recombinant VHR phosphatase, pNPP absorbance. Dual specificity protein phosphatase 3 (Homo sapiens), P51452. 290,000 compounds, 0.52% hits; in the data active means inhibition above about 50%; further: some compounds called inactive have numbers as strong as hits
Target sequence (P51452 whole entry, looked up): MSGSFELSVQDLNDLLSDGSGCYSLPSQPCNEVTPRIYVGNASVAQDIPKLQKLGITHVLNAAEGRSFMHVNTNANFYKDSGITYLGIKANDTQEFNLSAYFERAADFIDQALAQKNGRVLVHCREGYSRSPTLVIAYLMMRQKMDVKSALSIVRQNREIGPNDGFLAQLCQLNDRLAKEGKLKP
BioA inh: M. tuberculosis BioA enzyme inhibitors, primary screen, biochemical, plate reader, single point, HTS | 7,8-diaminopelargonic acid synthase BioA (Mycobacterium tuberculosis) | purified M. tuberculosis BioA enzyme | 360,000 compounds, 0.096% hits | inhibition, % at 9.99 µM; in the data active means inhibition above about 40%; inconclusive means no clear call, values can overlap the other calls
* hit, by the source's call; ? = inconclusive; / = no result given. Unless noted, no stated cut-off is given here; in the data, active means inhibition above about 30%; inactive means the rest. The order is random, and some 4.9% of all compounds hit somewhere here.

SMILES	CCHF vOTU inh	GDH-TPI inh	BoNT-F LC inh	MazEF act	Rv3671c protease	UGM FP inh	FBA Mtb inh	FadD28 binding	VHR inh abs	BioA inh
O=C(c1cc(COc2ccc(F)cc2Cl)on1)N1CCc2sccc2C1	-4	4	-1	4	-7	-1.1	-2	-1.9	-5	-0.7
CC(C)(C)NC(=O)CN(C(=O)c1ccc(CN2CCOCC2)o1)c1ccc2c(c1)OCCO2	4	-6	-5	-7	14	2.9	-9	-3.1	24	/
COc1ccc(C(=O)NC2=Nc3ccccc3N=C(C)C2c2ccccc2)cc1 (stereo not drawn)	-11	4	?	7	-2	-1.7	-1	-2.6	12	-1.7
COc1ccc(-n2nnnc2SCc2nc3ccccc3s2)cc1	4	-8	-3	-1	6	-0.7	4	0.3	27	4.1
Oc1c(Cl)cc(Cl)cc1/C=N/Nc1ncc(Br)cn1	-2	1	-1	-10	10	0.3	4	0.3	24	-3.5
C[C@@H]1CN(S(=O)C(C)(C)C)[C@@H](CCO)/C1=C\c1ccccc1 (stereo partly drawn)	4	2	-2	-8	/	/	-1	-6.2	/	1.3
Cc1cccc(N2CCN(C(=O)n3ccnc3)CC2)c1C	-38	5	0	2	-8	1.5	0	-5.0	29	-0.1
CC(C)(CNC(=O)c1cc(Cl)c(O)c(Cl)c1)N1CCCCC1	-3	5	-17	5	-1	-4.0	-1	-2.3	-15	-0.4
COC(=O)c1ccccc1NC(=O)Cc1nc(-c2ccccc2)sc1-c1ccc(C)cc1	-1	5	-5	-15	-22	8.0	7	0.1	8	/
C=CCOc1c(CNc2ncn[nH]2)cccc1OC	-8	3	3	5	12	-1.8	-5	-2.5	3	-1.2
CC1CN(C(=S)NC(=O)c2ccco2)CC(C)O1 (stereo not drawn)	6	0	-11	-3	-5	-0.3	-1	-1.0	6	/
O=C(c1cc(-c2ccc(O)cc2)on1)N1CCCC1	9	-1	1	5	-5	3.3	-2	-4.0	11	-1.7
O=C(Cn1cnc2ccccc21)N1CCc2ccccc21	-2	5	-2	8	4	1.8	-12	-1.8	26	1.9
O=C(Nc1ccccc1OC(F)F)c1cc2c(s1)CCC2	11	-3	-7	6	5	0.3	0	-3.9	3	-1.1
Cc1ccc(OCC(=O)N(Cc2ccco2)C2CCS(=O)(=O)C2)cc1C (stereo not drawn)	/	1	-3	4	3	1.9	2	-1.1	6	0.4
COc1ccc(CC(=O)N(C)C2CCCN(Cc3ccccc3F)C2)cc1OC (stereo not drawn)	10	3	?	14	-9	-1.0	-1	-0.3	1	0.2
CCOC(=O)c1c(-c2cccc(C)c2)csc1NC(=O)C1CC=CCC1C(=O)O (stereo not drawn)	6	4	4	6	-12	-1.5	7	-6.5	-21	/
Cc1ccc2nc(C)cc(C(=O)Nc3nccs3)c2c1	2	0	-2	7	-3	-1.7	-1	-4.8	36	0.9
Cc1ccc(N(CC(=O)NC(C)C)C(=O)CCC(=O)Nc2ccccn2)cc1	-6	-4	14	-2	2	-2.0	0	-0.6	6	-1.1
O=C(CN1C(=O)NC(c2ccccc2)(c2ccccc2)C1=O)NCCNCCO	10	4	4	9	-4	-0.2	-2	-4.2	1	-0.8
N#Cc1ccc(CSc2ncccn2)cc1	-10	-3	?	5	-8	-0.2	-1	-0.5	35	0.4
O=C1CSc2ccc(C(=O)NCCc3ccc(Cl)cc3Cl)cc2N1	14	7	-14	18	1	2.9	1	-2.2	/	-1.1
Cc1cccc(CN2C(=O)[C@@H]3Cc4c([nH]c5ccccc45)C(C)(C)N3C2=O)c1	4	16	-2	1	-9	0.5	4	-2.5	/	-0.5
O=C(NCCCn1ccnc1)C(=O)c1cn(CC(=O)N2CCCCCC2)c2ccccc12	0	7	-2	6	3	2.1	2	-2.3	1	/
N#Cc1ccc(-c2csc(NC(=O)c3ccc(N4C(=O)CCC4=O)cc3)n2)cc1	-6	4	-2	1	-4	-1.6	0	-3.1	-1	-0.8

Next part:
SMILES	CCHF vOTU inh	GDH-TPI inh	BoNT-F LC inh	MazEF act	Rv3671c protease	UGM FP inh	FBA Mtb inh	FadD28 binding	VHR inh abs	BioA inh
CC(=O)Nc1ccc(C2CN(C)CC2C(=O)c2ccc(Cl)cc2)cc1 (stereo not drawn)	6	1	4	11	-4	0.9	3	-0.7	36	/
O=C(NCC(c1ccco1)N1CCCC1)c1cc(S(=O)(=O)N2CCOCC2)ccc1Cl (stereo not drawn)	10	-3	7	-4	2	0.3	-1	-3.4	/	-1.4
CSC1=NP(=S)(SC)N(C)c2nc3n(c21)CCC3 (stereo not drawn)	/	/	/	2	10	-0.1	/	/	12	/
O=C(NCc1ccco1)/C(=C/c1ccc(C(F)(F)F)cc1)c1nc2ccccc2[nH]1	-9	20	0	4	-1	0.6	10	-1.3	3	/
COc1cc(C)nc(SCC(N)=O)n1	5	-3	-4	-1	8	-1.1	0	-1.5	10	-1.2
COC(=O)c1cc(N2C(=O)C3C4C=CC(CC4)C3C2=O)ccc1Cl (stereo not drawn)	-1	6	20	-20	2	-0.9	1	-1.6	12	-0.2
Cc1ccc(N2C(=O)CC(N3CCSCC3)C2=O)c(C)c1 (stereo not drawn)	-1	-5	?	11	10	-4.0	3	-3.3	21	/
CCC/C(=N\NC(=O)c1cccc(C)c1)c1ccccc1	-2	-6	-6	-1	-2	2.5	-2	-3.6	1	-0.6
CC1=NN(c2ccccc2)C(=O)/C1=C/c1cc(C)n(C2CC2)c1C	10	0	-5	77*	0	2.2	-2	-0.4	13	/
COC(=O)c1c(NC(=O)COC(=O)CCS(=O)(=O)c2ccc(C)cc2)sc(C)c1C	2	11	-11	13	-6	-2.0	-1	0.2	1	-0.5
CCOc1ccc(S(=O)(=O)n2cc(-c3ccccc3)c(N)n2)cc1	22	-1	-4	16	-3	-1.1	0	-0.5	10	-2.4
Cc1ccc(NC(=O)CN2C(=O)NC(C)(C3CC3)C2=O)c([N+](=O)[O-])c1 (stereo not drawn)	19	11	-187	1	-2	-1.6	2	-0.8	/	-1.2
O=C(CCl)N1N=C(c2cccs2)CC1c1ccco1 (stereo not drawn)	-3	18	2	-12	7	-0.3	4	-3.1	3	/
COc1ccc2c3c([nH]c2c1)C(C)NCC3 (stereo not drawn)	-43	4	-128	-15	-4	0.1	13	-1.7	35	-1.5
CN(C)S(=O)(=O)c1ccc(NC(=O)COC(=O)C2CC3CCCC(C2)C3=O)cc1 (stereo not drawn)	0	-7	-7	-27	-8	-1.7	1	-2.3	19	/
O=C(Nc1ccccc1)C1CCN(C(=O)c2ccc([N+](=O)[O-])cc2)CC1	1	-1	1	4	-5	-1.9	1	-2.3	15	/
COc1ccc(Cc2noc(CN3CCCN(C4Cc5ccccc5C4)CC3)n2)cc1OC	3	2	-7	-15	-2	-0.3	-1	-3.3	22	0.1
C=CCNC(=O)COC(=O)CNC(=O)c1cc(Cl)cc([N+](=O)[O-])c1	2	2	0	-6	-3	2.3	7	-1.6	43	/
CCCCCC1CC(CC(=O)NC(=S)Nc2ccc([N+](=O)[O-])cc2)C(=O)O1 (stereo not drawn)	1	20	-2	4	5	-1.9	-4	1.8	3	-0.5
CC(C)n1c(CNC(=O)c2ccccc2)nc2ccccc21	-8	-1	-11	-2	9	-1.2	2	-0.9	-2	-1.7
Cc1snc(S(=O)(=O)/C(C#N)=N\Nc2ccccc2)c1C#N	3	15	-7	-3	3	0.2	-1	0.3	11	-0.2
NC(=O)C1CCN(c2cc(Cl)ccc2[N+](=O)[O-])CC1	-1	6	?	4	4	2.6	-6	-0.2	5	/
Cc1ccc(S(=O)(=O)N(Cc2ccccc2)c2ccccc2C(=O)NCc2ccco2)cc1	-6	-3	9	-18	3	-2.4	-2	-4.8	21	/
COc1ccc(Cn2c(CCC(=O)Nc3ccc(C)c(C)c3)nc3cccnc32)cc1	-14	3	4	2	-9	-1.7	0	1.2	-8	/
COc1ccc(OC)c(S(=O)(=O)NC(=O)C2(C)CCN2C(=O)c2ccco2)c1 (stereo not drawn)	5	-4	-2	/	/	/	-4	-3.0	/	-2.2

Shown with values under each structure: entries from further up
Under each structure – CCHF vOTU inh, GDH-TPI inh, BoNT-F LC inh, MazEF act, Rv3671c protease, UGM FP inh, FBA Mtb inh, FadD28 binding, VHR inh abs, BioA inh
COc1cc(C)nc(SCC(N)=O)n1
    5, -3, -4, -1, 8, -1.1, 0, -1.5, 10, -1.2
COC(=O)c1cc(N2C(=O)C3C4C=CC(CC4)C3C2=O)ccc1Cl (stereo not drawn)
    -1, 6, 20, -20, 2, -0.9, 1, -1.6, 12, -0.2
Cc1ccc(N2C(=O)CC(N3CCSCC3)C2=O)c(C)c1 (stereo not drawn)
    -1, -5, ?, 11, 10, -4.0, 3, -3.3, 21, /

Next section.
SMILES	CCHF vOTU inh	GDH-TPI inh	BoNT-F LC inh	MazEF act	Rv3671c protease	UGM FP inh	FBA Mtb inh	FadD28 binding	VHR inh abs	BioA inh
Cc1cccc(NC(=O)c2ccc(S(=O)(=O)N3CCN(C)CC3)cc2)c1C	-9	-2	1	7	0	-0.7	0	-2.4	12	2.4
CCCC(=O)Nc1sc2c(c1C#N)CCCC2	9	0	0	-11	-4	1.8	-6	-3.5	-10	0.7
O=c1c2cc(-c3ccccc3)sc2ncn1-n1cccc1	6	16	9	3	1	0.1	2	-0.9	19	-0.5
Cc1cccc(OCC(=O)Nc2nc(-c3ccncc3)cs2)c1	4	-12	8	23	-8	0.8	2	-4.2	/	-1.2
CCOC(=O)CC(=O)CSc1nc2c(sc(=S)n2-c2ccc(OCC)cc2)c(=O)[nH]1	19	20	-26	-2	-8	3.1	2	-2.2	-11	3.5
Cc1c(CCO)c(=O)n(C)n1C(=O)c1ccc(F)cc1	-7	4	4	0	-1	-0.1	2	-3.4	24	-0.5
O=C(Cn1c(=O)sc2ccccc21)N1CCOCC1	-16	3	-4	4	-1	2.5	0	0.2	23	-0.4
O=C1CC(c2ccccc2)Sc2nc(-c3ccccc3)c(-c3ccccc3)n21 (stereo not drawn)	-3	11	-4	-6	1	2.1	11	0.1	3	-3.4
COc1ccc(OC)c(NC(=O)CCN2CCN(c3ccccc3)CC2)c1	1	-11	-4	-8	3	-0.5	-1	-0.1	-5	29
CCOc1cc(/C=C/C(=O)c2ccc(O)cc2)ccc1OCC(=O)N(C)C	17	47*	0	2	-7	-0.4	-3	-4.3	13	0.7
CC(OC(=O)CCc1nc2ccccc2[nH]c1=O)C(=O)c1ccccc1 (stereo not drawn)	-3	-5	3	-2	-1	0.3	2	-5.1	11	0.1
CCOc1ccc(NC(=O)NNC(=O)COc2ccc3ccccc3c2)cc1	-8	8	-4	1	-12	-3.8	1	-1.6	10	-0.7
CC(NS(=O)(=O)/C=C/c1ccccc1)c1ccccc1 (stereo not drawn)	-9	-4	-20	3	-4	-0.7	2	-2.5	13	-0.6
CCOc1ccccc1-n1c(O)c(C=Nc2ccc(N(CC)CC)cc2)c(=O)[nH]c1=O	26	15	-1	-78	-20	-1.1	-3	-0.7	-26	-1.5

An excerpt from further up:
SMILES	CCHF vOTU inh	GDH-TPI inh	BoNT-F LC inh	MazEF act	Rv3671c protease	UGM FP inh	FBA Mtb inh	FadD28 binding	VHR inh abs	BioA inh
Cc1cccc(NC(=O)c2ccc(S(=O)(=O)N3CCN(C)CC3)cc2)c1C	-9	-2	1	7	0	-0.7	0	-2.4	12	2.4
CCCC(=O)Nc1sc2c(c1C#N)CCCC2	9	0	0	-11	-4	1.8	-6	-3.5	-10	0.7
